p53 reactivator – re-activators of mutant p53; AID 504706; H1299 p53-A138V BP100-luciferase reporter, luminescence, 24 h; 0.063% of 320,000 active; Potency, µM (titrated, usually from 92.2 µM), for the others: at the highest dose activity change, positive = activation, hits mostly activators; further: potency means the concentration at half of the fitted maximal effect; % of control where 0% means no effect; nearly all actives have a fitted effect of over 45% in size
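H1299 (p53-null), stable ts p53-A138V + BP100-Luc; 1000 cells/well, Opti-MEM/10% FBS; cpd 4 pt, 1:5; 24 h, 37 deg C, 5% CO2; detection reagent 10 min RT; luminescence.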
B2AR arrestin – recruits beta-arrestin to the human beta2-adrenergic receptor; 0.02% of 330,000 active; Potency, µM (titrated, usually from 46.1 µM), for inactives: top-dose activation, actives largely listed as activators; beta-arrestin recruitment to beta2AR, cell-based reporter; P07550;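 further: potency means the concentration at half of the fitted maximal effect; 0% = DMSO controls and full agonism = EC100 isoproterenol or metaproterenol; nearly all actives have a fitted effect of over 65% in size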
Target sequence (P07550 whole entry, looked up): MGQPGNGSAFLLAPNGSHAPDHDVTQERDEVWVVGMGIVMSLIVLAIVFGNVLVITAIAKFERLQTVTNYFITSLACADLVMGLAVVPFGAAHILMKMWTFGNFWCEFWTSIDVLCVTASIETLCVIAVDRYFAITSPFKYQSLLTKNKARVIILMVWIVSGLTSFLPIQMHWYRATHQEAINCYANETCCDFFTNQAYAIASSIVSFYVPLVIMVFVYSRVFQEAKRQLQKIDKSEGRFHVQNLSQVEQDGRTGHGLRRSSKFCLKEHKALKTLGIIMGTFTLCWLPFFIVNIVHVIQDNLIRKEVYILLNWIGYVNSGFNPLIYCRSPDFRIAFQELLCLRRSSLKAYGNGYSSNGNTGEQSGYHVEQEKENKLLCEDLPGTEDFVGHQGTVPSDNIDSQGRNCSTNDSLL
ELG1 repair inh – inhibitors of ELG1-dependent DNA repair in HEK293T cells; HEK293T ELG1-luciferase reporter, luminescence, 16 h; DNA damage induced by 5-fluorouridine; Potency, µM (highest dose often 46.1 µM), inactives show at the top dose activity change, negative = inhibition, actives largely listed as inhibitors; AID 504467; 2.3% of 330,000 active; further: potency means the concentration at half of the fitted maximal effect; on the % scale 0 is the no-effect control and ±100 the full control effect; nearly all actives have a fitted effect of over 55% in size
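Reporter activity after DNA damage by 5-fluorouridine is monitored. Compound-treated cells incubate 16 hr at 37 °C, then ONE-Glo is added for 30 min before luminescence reading.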
PTAP TSG101 blk – blocks PTAP/TSG101 interaction to inhibit HIV-1 budding. Q99816. Fluorescence polarization, FITC-PTAP peptide / Tsg101 binding. Potency, µM (highest dose often 115 µM), for inactives: at the top dose activity change, negative = inhibition, usual class: inhibitors. 340,000 tested, under 10 active; active means well fitted inhibition curve with a large enough effect in the main read-out, with a control signal flat, not every such curve was filed as active; inconclusive means small, poorly fitted or top-dose-only effect, or effect the other way, or a change in a side signal; inactive means no such curve, though single readings can be large or run the other way; further: potency means the concentration at half of the fitted maximal effect; % of control where 0% means no effect
Target sequence (Q99816 whole entry, looked up): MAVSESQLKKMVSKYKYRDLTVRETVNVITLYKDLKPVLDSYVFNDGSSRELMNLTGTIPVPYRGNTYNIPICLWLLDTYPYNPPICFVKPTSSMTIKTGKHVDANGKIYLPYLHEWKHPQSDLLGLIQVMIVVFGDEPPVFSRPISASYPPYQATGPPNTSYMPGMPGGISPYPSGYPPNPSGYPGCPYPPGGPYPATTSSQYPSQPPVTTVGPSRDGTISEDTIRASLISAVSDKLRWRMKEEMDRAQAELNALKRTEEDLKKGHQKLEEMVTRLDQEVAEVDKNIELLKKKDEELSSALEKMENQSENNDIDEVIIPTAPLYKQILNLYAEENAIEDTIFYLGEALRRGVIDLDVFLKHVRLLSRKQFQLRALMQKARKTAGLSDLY
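Fluorescence anisotropy tracks displacement of a FITC-tagged PTAP peptide (50 nM) from the Tsg101 binding domain (10 uM), following a 20 min room-temperature incubation at pH 7.5.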
CXXC DNA block – blocks binding of human MLL CXXC domain to DNA | 0.037% of 290,000 active | Q03164 | Potency, µM (doses to about 115 µM), inactives show top-dose activity change, negative = inhibition, actives largely listed as inhibitors | MLL-CXXC / FITC-HOXA9 DNA fluorescence polarization; active means well fitted inhibition curve with a large enough effect in the polarisation, with a control signal flat, not every such curve was filed as active; inconclusive means small, poorly fitted or top-dose-only effect, or effect the other way, or a change in a side signal; inactive means no such curve, though single readings can be large or run the other way; the % refers to the polarisation; further: potency means the concentration at half of the fitted maximal effect
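Fluorescence polarization: 7 uM MLL-CXXC (stock) preincubated 5 min with compounds, then 50 nM fluorescein-HOX-A9 DNA (stock) added; 30 min ambient. Buffer 50 mM Tris-HCl pH 7.5, 50 mM NaCl, 1 mM DTT, 0.05% BSA.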
Integrin act MD – integrin-mediated muscular dystrophy alleviation activation. alpha7betagal myoblasts, beta-gal FDG fluorescence, 48 h. 0.064% of 350,000 active. Potency, µM (titrated, usually from 38.3 µM), for inactives: top-dose activation, most hits filed as activators. AID 624291;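 further: potency means the concentration at half of the fitted maximal effect; 100% = response of the positive control SU9516; nearly all actives have a fitted effect of over 60% in size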
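Alpha7betagal+/- myoblasts (passage 13) were plated 16-24 hr, then exposed to compounds (1:260 dilution of DMSO stock) for 48 hours at 37C. After MPER lysis, β-galactosidase reporter activity was read as FDG fluorescence (ex 480/em 540) after 30 minutes.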
A-T KAP1 phos – potential ataxia-telangiectasia treatments restoring KAP-1 phosphorylation. Potency, µM (top dose mostly 57.5 µM), without a hit: top-dose activation, actives largely listed as activators. 0.19% of 320,000 active. […] A-T fibroblasts, KAP-1 phosphorylation AlphaLISA; neocarzinostatin DNA damage 30 min before lysis; further: potency means the concentration at half of the fitted maximal effect; % of control where 0% means no effect; nearly all actives have a fitted effect of over 45% in size
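ATM-like activity read as KAP-1 phosphorylation via AlphaLISA donor/acceptor antibody pairs after lysis and 6 hr at 25C. Cells were ATM-null patient fibroblasts ([…], hTERT), dosed 60 min, then exposed to the DSB inducer NCS for 30 min.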
TRPV1 ag – human TRPV1 agonism. Q8NER1. TRPV1-expressing cells, Fluo-8 calcium influx, agonist mode. activation, % at 8.33 µM. 0.19% of 320,000 active. AID 540275; in the data active means activation above about 80%; inconclusive means between about 30% and that limit; further: 0% is about no effect
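Fluo-8 calcium influx in TRPV1-expressing cells, kinetic read (ex 480/em 520 nm). Compound added and read 3 min for agonist activity, followed by capsaicin at EC20 final and 2 min further read for enhancement.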
TCR activator – T cell receptor activation. primary human leukocytes, anti-CD3, IL-2 HTRF, 48 h. Potency, µM (doses to about 9.22 µM), for inactives: at the top dose activation of IL-2 secretion, actives largely listed as activators. 330,000 tested, under 10 active. AID 504894; further: % of control where 0% means no effect
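IL-2 produced over 48 hr by a-CD3 bead-stimulated primary human leukocytes exposed to compounds was detected with a homogeneous time-resolved FRET immunoassay, 665nm acceptor signal after 320nm excitation.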
BRCA1 expr act – BRCA1 expression activation | AID 624202 | 1.1% of 380,000 active | MCF7-BRCA1-FFLuc reporter, luminescence, 48 h; response scale: scaled: vehicle 0%, 10 µM genistein 100% | Potency, µM (highest dose often 46.1 µM), inactives show at the highest dose activation, actives largely listed as activators; further: potency means the concentration at half of the fitted maximal effect; nearly all actives have a fitted effect of over 80% in size; some results filed as inactive show a strong effect at the top dose
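MCF7-BRCA1-FFLuc, 2000 cells/well; 2 h attach, 37 °C/5% CO2; compound 48 h; luciferase substrate 15 min; luminescence end-point. Norm. to genistein 10 microM max activation and DMSO; concentration-response curves fitted.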
The depositor's hits bear a star; ? = inconclusive; . = no result given; [ ] = remark or other dose. Unless noted, the call rests on the fitted dose curve; in most records, active means well fitted curve in the direction sought with a large enough effect; inconclusive means small, poorly fitted or top-dose-only effect, or another doubt; inactive means no such curve, though single readings can be large; an effect the other way counts as inactive or inconclusive.

Order of results – p53 reactivator | B2AR arrestin | ELG1 repair inh | PTAP TSG101 blk | CXXC DNA block | Integrin act MD | A-T KAP1 phos | TRPV1 ag | TCR activator | BRCA1 expr act
O=C(NCc1ccccc1)c1ccc2c(=O)n(CC3CCCO3)c(=S)[nH]c2c1 (stereo unspecified)
 : -7.4% | -0.5% | -22.7% | -1.9% | 10.2% | 3.7% | 8.0% | -2.3 | . | 4.3%
COCCNC(=O)CCCn1c(=O)c2cc(OC)c(OC)cc2n(CC(=O)Nc2ccccc2OC)c1=O
 : -3.1% | -0.2% | -21.9% | -0.3% | 11.5% | -17.0% | 3.7% | 0.9 | 6.1% | 45.7%
COc1cccc(NC(C(=O)Nc2cccc(C(C)=O)c2)c2ccccc2)c1 (stereo unspecified)
 : 1.7% | -0.9% | -0.7% | -4.8% | 6.6% | 2.3% | 4.1% | 5.6 | 3.7%[46.1 µM] | -31.4%
CN1C2Cc3c(n(C)c4ccccc34)C1CC=C2CO (stereo unspecified)
 : -13.6% | 0.2% | -0.4% | -1.0% | . | 8.8% | -2.1% | -0.5 | 2.4% | 1.5%
CCCCNC(=S)Nc1ccc(SC(F)F)cc1
 : 3.5% | 0.0% | -1.5% | 0.6% | -0.4% | -68.0%[inhibitor] | -29.5% | 29.3 | 5.3% | 25.0%
COc1cccc(CNn2c(-c3cccc(C)c3)nc3ccccc3c2=O)c1O
 : -4.4% | -0.4% | 16.4µM* | -2.4% | -4.3% | 2.9% | -2.0% | 17.2 | . | -24.3%
CCn1cc(C(=O)N2CCN(c3ccccn3)CC2)c2cc(OC)c(OC)cc2c1=O
 : -4.5% | 0.0% | -1.6% | -2.3% | -3.3% | -11.1% | -5.7% | -0.3 | -4.5% | -16.2%
Cc1ccc(C)c(C(=O)CCC(=O)NCc2ccc(Cl)cc2)c1
 : 2.3% | -0.2% | -12.8% | 0.4% | 3.7% | ? | 8.0% | 5.5 | -3.9% | 14.8%
Cc1cc(C)c(NC(=O)CS(=O)CC(=O)N2CCN(c3ccccc3)CC2)c(C)c1 (stereo unspecified)
 : -2.2% | -0.1% | ? | -4.7% | -9.5% | 3.2% | -9.2% | 2.8 | 2.6% | -25.5%
Cc1cccc(OCC(=O)Nc2ccc(S(=O)(=O)N3CCCC3)cc2)c1
 : 0.4% | -1.4% | ? | -6.0% | 8.4% | -30.6%[inhibitor] | 1.3% | 17.4 | -4.4% | -6.5%
CN1CCN(c2ccc(Cl)cc2NC(=O)CCN2C(=O)c3ccccc3C2=O)CC1
 : -2.6% | 0.4% | 20.5% | -3.4% | 13.3% | -20.9% | 0.4% | 1.1 | -4.6% | 1.8%
CCOc1ccccc1N1CCN(C(=O)Cc2ccc(S(=O)(=O)N3CCOCC3)s2)CC1
 : -8.0% | -0.2% | -4.4% | 0.6% | . | -22.4% | -1.7% | 1.4 | -2.2% | -7.1%
O=C1CCCN1CCCNC(=S)Nc1ccc(Cl)cc1Cl
 : 5.5% | 0.1% | 5.3% | -3.4% | 8.0% | -6.7% | 1.8% | -0.1 | -0.7% | 0.0%
Cc1c(OCC(=O)NC2CC(C)(C)NC(C)(C)C2)ccc2c1oc(=O)c1ccccc12
 : -4.3% | 0.2% | 18.1% | -1.0% | 3.5% | -46.7%[inhibitor] | -5.0% | 5.1 | -1.1% | 55.2%
CNC(=S)N1N=C(c2ccc(C)cc2)CC1c1cc(OC)ccc1OC (stereo unspecified)
 : 9.7% | 0.2% | -5.0% | -2.0% | -16.1% | -32.0%[inhibitor] | 1.3% | -3.2 | 8.8% | -45.4%
CC(=O)Nc1ccc(C(=O)NC2CCCC2)cc1
 : -3.8% | -0.4% | 8.8% | -8.1% | 10.0% | -15.6% | 4.1% | -1.6 | -3.3% | -3.7%
CCOc1ccc(CCNC(=O)c2cc(C)nc3ccccc23)cc1OCC
 : 10.4% | 0.4% | -8.1% | 5.0% | 11.0% | 1.5% | 9.5% | ? | 1.3% | 1.6%
COc1ccc(N2C(=O)C3CCCN3C2c2cccs2)cc1 (stereo unspecified)
 : 4.1% | -1.6% | 3.9% | 0.4% | -0.5% | 11.3% | 11.7% | -1.1 | -0.4% | 2.6%
CCc1ccccc1Nc1nc(N)nc(COC(=O)CCNS(=O)(=O)c2ccccc2)n1
 : 2.6% | -0.5% | 17.1% | -1.4% | . | 7.3% | 7.7% | 9.0 | 3.3% | -15.6%
CC1=C(C(=O)OCc2ccccc2)C(c2ccco2)n2ncnc2N1 (stereo unspecified)
 : -13.3% | 0.2% | ? | 0.3% | 13.2% | -5.7% | 0.8% | 0.0 | -2.3% | -15.2%
CCC(=O)c1c[nH]c(C(=O)N2CCN(c3ccccc3)CC2)c1
 : 8.1% | -0.3% | -9.6% | -1.1% | -1.2% | 16.8% | 1.2% | 8.9 | -3.0% | -13.5%
COc1ccc(NC(=O)c2ccccc2N2C(=O)C3C4C=CC(C5CC45)C3C2=O)c(OC)c1 (stereo unspecified)
 : -28.8% | 0.1% | ? | -4.1% | 16.8% | 3.9% | -1.8% | 4.3 | 1.7% | -4.2%
C=CCn1cccc(C(=O)Nc2cc(OC)c(OC)c(OC)c2)c1=O
 : -3.6% | 0.4% | -3.5% | -0.5% | 5.9% | 11.2% | 2.6% | -0.2 | 0.9% | -17.9%
COC(=O)c1ccc(C(=S)N2CCOCC2)cc1
 : 3.9% | -0.2% | 10.1% | 0.0% | 8.1% | 19.2% | -12.8% | 0.8 | -3.7% | -4.2%
CCOC(=O)/C=C1\NC(=O)CS1
 : 6.3% | 0.2% | 3.3% | 2.3% | 2.3% | 12.7% | -3.2% | 0.8 | -2.1% | -4.1%
O=C(CSc1nc2ccccc2[nH]1)Nc1ccc(F)cc1
 : -6.7% | 0.2% | -4.9% | 1.2% | -0.9% | 14.8% | 13.5% | 28.2 | 2.9% | -4.3%
Cc1cccc(NC(=S)N2CCCCCC2)c1
 : 2.8% | -1.4% | 2.7% | -6.6% | -10.7% | -13.1% | -7.8% | 1.1 | -1.1%[46.1 µM] | 20.2%
COc1ccc(-c2nc(N/N=C(\C)c3ccc(O)cc3)c3ccccc3n2)cc1
 : 22.4% | -0.5% | ? | -0.6% | 25.6% | -76.6%[inhibitor] | 6.2% | 0.2 | -3.1% | 18.1%
COc1ccccc1OCCNC(=O)C(CCSC)NS(=O)(=O)c1ccccc1F (stereo unspecified)
 : 8.5% | 0.2% | 11.2% | 0.1% | . | 4.6% | 5.5% | -1.3 | 2.9% | -4.6%
CCN(CC(=O)Nc1ccccc1OC)C(=O)c1ccc2[nH]c3c(c2c1)CC(C)CC3 (stereo unspecified)
 : -1.9% | -0.2% | ? | -2.0% | . | -15.8% | -6.0% | 3.4 | 6.4% | -17.3%

Some of the entries above, reformatted:
SMILES | p53 reactivator | B2AR arrestin | ELG1 repair inh | PTAP TSG101 blk | CXXC DNA block | Integrin act MD | A-T KAP1 phos | TRPV1 ag | TCR activator | BRCA1 expr act
COc1cccc(CNn2c(-c3cccc(C)c3)nc3ccccc3c2=O)c1O | -4.4% | -0.4% | 16.4µM* | -2.4% | -4.3% | 2.9% | -2.0% | 17.2 | . | -24.3%
COCCNC(=O)CCCn1c(=O)c2cc(OC)c(OC)cc2n(CC(=O)Nc2ccccc2OC)c1=O | -3.1% | -0.2% | -21.9% | -0.3% | 11.5% | -17.0% | 3.7% | 0.9 | 6.1% | 45.7%

(listing goes on)
Order of results – p53 reactivator | B2AR arrestin | ELG1 repair inh | PTAP TSG101 blk | CXXC DNA block | Integrin act MD | A-T KAP1 phos | TRPV1 ag | TCR activator | BRCA1 expr act
CCCCNC(=O)CSc1nc2ccc(NC(=O)CSc3nnc(N)s3)cc2s1
 : 14.0% | 0.4% | ? | 3.0% | 11.3% | -7.3% | 0.3% | 0.9 | 7.0%[46.1 µM] | 0.4%
O=C1CN(C(=O)COC(=O)/C=C/c2ccc(OC(F)F)cc2)c2ccccc2N1
 : 10.6% | -0.1% | ? | 1.6% | -8.6% | -6.7% | 0.3% | 0.9 | 1.1%[46.1 µM] | -26.5%
C=C(C)Cn1c(C2CC(=O)N(c3ccccc3F)C2)nc2ccccc21 (stereo unspecified)
 : -8.3% | -0.6% | -5.5% | -6.8% | -3.5% | -40.4% | -2.1% | 0.0 | 3.6% | 26.9%
COc1cccc(OC)c1C(=O)N1CCN=C1SCc1cccnc1
 : 14.7% | 0.3% | -7.9% | -5.0% | -14.2% | -19.8% | 1.0% | -6.7 | 2.2% | -13.3%
Cc1ccc(N2C(=O)[C@@H]3C(c4ccc(F)cc4)=NO[C@@H]3C2=O)cc1
 : -4.6% | -1.1% | -11.3% | -3.6% | -7.4% | 42.3% | 6.8% | ? | -0.5% | 8.6%
O=C(COc1ccccc1)N1CCN(S(=O)(=O)c2ccc(Cl)cc2)CC1
 : 0.0% | -0.2% | -10.7% | -4.9% | -9.6% | 15.3%[7.66 µM] | 2.1% | 4.7 | . | -0.7%

Assay outcomes: PubChem BioAssay, National Center for Advancing Translational Sciences (NCATS)
